WT yeast gro inh = growth inhibition of WT strain, primary screen, mitochondrial fusion inhibitor project, WT and mutant strains, chemical genetic | inhibition, % at 10 µM | mitochondrial fusion phenotypic screen | AID 1362, 2008 | hit rate 2.1% among 190,000; in the data active means inhibition above about 58%; tested in S. cerevisiae
Dynein cargo inh = inhibitors of GR-EGFP nuclear translocation, primary screen, dynein cargo transport inhibitor project, imaging, high-content, 3617.4 mouse cells | test concentration mostly 20 µM; stimulated with dexamethasone, 1 µM; active compounds read low | z-score, hits read low | hit rate 0.47% among 220,000;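 active means plate z-score of nuclear minus cytoplasmic receptor signal below a set negative limit, without overly bright fluorescence or cell loss, cut at about -3.5 in these data, passing the limit was not always enough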;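 further: z-score of nuclear minus cytoplasmic ring GR-EGFP intensity difference per well; some compounds called inactive have numbers as strong as hits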
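medium = tetracycline-free induction medium containing charcoal-stripped FBS | also added = 1.0 µM final dexamethasone stimulus | schedule = 48 h induction, 1 h compound, 30 min dex at 37 °C | technique = fixed, Hoechst-stained cells imaged at 10x for EGFP | measure = GR-EGFP nuclear translocation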
P. falciparum M1AAP = P. falciparum M1AAP inhibitors, biochemical, fluorogenic H-Leu-NHMec substrate, 1536-well (AID 1445). Aminopeptidase N (Plasmodium falciparum (isolate 3D7)). inhibition, % at 30 µM; hits with a dose series show IC50 in µM. hit rate 0.42% among 220,000. recombinant M1AAP, H-Leu-NHMec fluorogenic kinetic assay; higher % means a stronger effect;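 active means primary inhibition above the hit cutoff, then over 50% inhibition at one or more dose response concentrations, cut at about 23% in these data, passing the limit was not always enough; inconclusive means conflicting primary data, or primary hits not chosen for dose response; inactive means low primary inhibition, or under 50% at every dose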;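 further: plate controls were DMSO full reaction for no effect and no enzyme background for full effect; strong numbers were not always called active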
Autophagy HCS = autophagy modulators in MEF cells, primary screen, imaging, high-content, MEF GFP-LC3; MEF GFP-LC3 puncta imaging; test concentration mostly 10 µM; calls only at 10 µM (by protocol); hit rate 0.98% among 190,000; AID 463193, 2010;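 active means percentage of spot-positive cells more than 3 SD above its plate mean, without a fluorescence outlier flag or 80% toxicity; inconclusive means no clear call, values can overlap the other calls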;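 further: spot-positive cell cutoff set from DMSO-treated cells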
MT stabilizer = microtubule stabilizers in HeLa cells, primary screen, imaging, high-content imaging | HeLa tubulin immunostaining HCS, 24 h; share of cells brighter than vehicle mean+2SD | % tubulin-high responders, % at 10 µM | hit rate 0.83% among 200,000;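 active means plate Z-score above 3 for both tubulin-high and condensed-nucleus cell shares, with cell loss under 80%, at 10 µM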;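 further: anti alpha tubulin signal scored within the nucleus-defined area of each cell; some results filed as inactive read as strong as hits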
P. falciparum M17LAP = P. falciparum M17LAP inhibitors, primary screen, biochemical, fluorogenic H-Leu-NHMec substrate, 1536-well (AID 1619); Leucine aminopeptidase (Plasmodium falciparum (isolate 3D7)); recombinant M17LAP, H-Leu-NHMec fluorogenic kinetic assay; higher % means a stronger effect; one-dose inhibition, % at 30 µM; IC50 in µM for titrated hits; hit rate 0.38% among 220,000;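 active means compound inhibiting the enzyme by more than half at any dose during confirmatory dose-response retesting; inconclusive means strong single-dose inhibitors picked by rank but not retested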;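 further: plate controls were full reaction with DMSO carrier for no effect and no enzyme background for full effect; strong numbers were not always called active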
T cell modulator = modulators of CD8 T cell-vesicle binding, primary screen, mouse 2C CD8+ T cells, flow cytometry; calls only at 7 µM; 2C CD8+ T cell-vesicle binding; active compounds read low; hit rate 0.068% among 330,000;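 active means response, share of CD8 T cells binding vesicles, and their 90th percentile fluorescence all below set limits, cut at about 80% in these data, passing the limit was not always enough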
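material = purified 2C TCR transgenic mouse naive CD8+ T cells | controls = Unloaded micro-vesicles (low), QL9 vesicles with 0.7% DMSO (high) | detection = cytometric PE anti-B7-1 and Alexa647 anti-CD8 signals after 1% paraformaldehyde fixation | incubation = binding step 1.5 h, 37 °C, antibody labelling 20 min, ice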
Yfh1-depleted yeast = enhancers of respiration in Yfh1-depleted yeast, dose response, Friedreich's ataxia, plus single-dose screen (AID 1465); S. cerevisiae Yfh1-off respiration, WST-1 reduction, 72 h; higher fold induction means a stronger effect; hit rate 0.074% among 220,000; fold induction at 50 µM, or EC50 in µM where a hit was titrated;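 active means fold induction of absorbance versus untreated yeast above a set limit, then at least 30% activation at any dose in follow-up; inconclusive means repeats straddling the limit, or above it without dose testing; inactive means fold induction below the set limit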;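 further: activators that raise dye reduction in frataxin-depleted yeast; strong numbers were not always called active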
b-catenin transl = modulators of beta-catenin nuclear translocation, primary screen, imaging, HeLa cells, immunofluorescence, high-content | nuclear translocation activity, % at 5 µM | hit rate 0.3% among 190,000 | AID 1665, 2009;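 active means nuclear translocation activity above 50% at 5 µM, with a well cell count of 50 or more; inconclusive means wells under 50 cells across six images, flagged as toxic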;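 further: per-cell ratio of nuclear to cytoplasmic median beta-catenin stain intensity; plate controls were DMSO negative control for no effect and GSK-3 inhibitor IX positive control for full effect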
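Test system: human HeLa cell line; Doses: 5 µM primary, 0.02–20 µM confirmation; Incubation: 24 h compound exposure, 37°C; Detection: beta-catenin immunofluorescence imaging with DAPI; Read-out: beta-catenin nuclear/cytoplasmic ratio, % activation.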
WT yeast gro inh mutant strain = recorded beside WT yeast gro inh, whose call it bears; inhibition, %; mitochondrial fusion phenotypic screen, mutant strain inhibition
Dynein cargo inh cytoplasmic EGFP = further read-out of Dynein cargo inh, marked with its call; z-score; measured here: cytoplasmic GR-EGFP intensity; active compounds read high
Dynein cargo inh nuclear GR-EGFP = recorded beside Dynein cargo inh, whose call it bears; z-score; measured here: nuclear GR-EGFP intensity;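 lower value marks the stronger effect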
Dynein cargo inh cell count = further read-out of Dynein cargo inh, marked with its call; z-score; measured here: cell count per field
b-catenin transl cell count 5 µM = recorded beside b-catenin transl, whose call it bears; cell count; measured here: cell count, cytotoxicity flag
T cell modulator vesicle-bound % = second read-out of T cell modulator, no call of its own (marks repeat the call); double positive events, %; measured here: CD8+ vesicle-bound cell fraction;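 binding gate set so that unloaded-vesicle control wells show 10% double positive cells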
MT stabilizer Hoechst-high % = also measured in MT stabilizer; calls as there; % Hoechst-high responders; measured here: nuclear condensation Hoechst responders;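 share of cells brighter than vehicle mean plus two SD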
MT stabilizer cytotoxicity % = further read-out of MT stabilizer, marked with its call; toxicity, %; measured here: cytotoxicity by cell density;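 0% = mean cell density of plate MIN control wells and 100% = no cells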
Autophagy HCS cell loss 18 h = second read-out of Autophagy HCS, no call of its own (marks repeat the call); toxicity, %; measured here: cell loss, nuclei count;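 cell loss after 18 h compound exposure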
Starred values were filed as active, the others as inactive; i = inactive; ? = inconclusive; nt = no result given.

Each structure is followed by: Autophagy HCS	MT stabilizer	P. falciparum M17LAP	P. falciparum M1AAP	MT stabilizer Hoechst-high %	b-catenin transl cell count 5 µM	T cell modulator vesicle-bound %	WT yeast gro inh	b-catenin transl	Autophagy HCS cell loss 18 h	Yfh1-depleted yeast	Dynein cargo inh cytoplasmic EGFP	T cell modulator	Dynein cargo inh	MT stabilizer cytotoxicity %	Dynein cargo inh nuclear GR-EGFP	Dynein cargo inh cell count	WT yeast gro inh mutant strain
> Cc1ccc(-c2noc(CSc3nnnn3-c3ccccc3)n2)cc1
→ i	1.9	2%	6%	3.5	832	35	22	-2.5	1	i	0.18	i	2.1	9.5	1.5	-0.8	3
> N#Cc1cccc(-c2cn(S(=O)(=O)c3ccc(Cl)cc3)nc2N)c1
→ i	4.3	5%	18%	1.4	nt	21	6	nt	-9	i	0.28	i	0.96	4.0	1.1	0.21	10
> Cc1cc(C)c(S(=O)(=O)NCc2cn3c(C)csc3n2)cc1C
→ i	1.9	-3%	2%	1.6	1415	7	-6	0.7	10	i	-0.25	i	-0.75	14	-0.089	1.8	-61
> COc1ccc(CCN=C(N)NS(=O)(=O)c2ccc(OC)cc2)cc1
→ i	5.2	7%	1%	2.2	1123	45	-12	-1.5	-6	i	-0.27	i	-0.67	2.7	-0.14	1.5	-7
> O=C(N/N=C/c1c[nH]c2ccccc12)c1cc(-c2ccccc2)n[nH]1
→ i	4.6	-9%	6%	7.4	980	63	-16	-0.8	0	i	-0.16	i	-0.1	2.1	0.38	-1.2	-18
> Cn1c(=O)c2cn(-c3ccc4c(c3)OCCO4)cc2n(C)c1=O
→ i	3.0	0%	5%	1.9	1240	35	6	-4.8	3	i	0.095	i	0.1	2.0	-0.03	-0.19	-12
> COc1ccccc1C1CC(c2c(-c3ccccc3)c3cc(Cl)ccc3[nH]c2=O)=NN1S(C)(=O)=O (stereo unspecified)
→ i	4.5	8%	33%	1.2	1391	48	-17	-2.5	-8	i	-0.0076	i	-0.11	7.1	-0.68	-0.62	4
> Cc1ccc(NC2CC(=O)N(Cc3ccccc3)C2=O)cc1 (stereo unspecified)
→ i	1.8	-5%	-2%	0.8	1054	35	4	0.1	-8	i	-0.15	i	-0.38	5.1	-0.1	0.62	-17
> O=C(CSCc1ccc([N+](=O)[O-])cc1)Nc1ccc(S(=O)(=O)N2CCCCCC2)cc1
→ i	8.1	5%	4%	2.2	1140	11	37	-1.6	-2	i	-0.16	i	0.13	9.3	-0.086	-0.57	0
> O=C(COC(=O)c1cccc([N+](=O)[O-])c1)c1ccc(OCc2ccccc2)cc1
→ i	4.1	-7%	-5%	2.7	1141	29	11	-1.3	-18	i	-0.24	i	-0.18	7.9	-0.099	1.1	-20
> CCOc1ccc(Nc2nc3c(c(=O)[nH]2)CCC3)cc1
→ i	2.3	-1%	9%	1.3	1198	30	15	1.3	61	i	-0.24	i	-0.71	9.3	-0.06	0.38	10
> Cc1ccc(S(=O)(=O)CC(=O)N2CCCCCC2)cc1
→ i	4.3	14%	9%	20	944	4	1	2.8	2	i	-0.28	i	0.18	97	0.24	0.47	-6
> COCCCn1c(SCC(=O)c2ccccc2)nc2ccccc2c1=O
→ i	3.2	-2%	-1%	1.4	1130	42	-10	0.7	-17	i	-0.21	i	2.1	0.9	1.3	-1.4	-12
> CC(=O)NS(=O)(=O)c1ccc(NC(=O)/C=C/c2cn(-c3ccccc3)nc2-c2ccccc2)cc1
→ i	3.7	46%	17%	2.9	1125	57	-3	-0.8	-3	i	-0.16	i	-0.6	5.7	-0.34	0.61	0
> O=c1c(C=Nc2cccc(C(F)(F)F)c2)c[nH]n1-c1cccc(Cl)n1
→ i	0.4	10%	2%	1.2	1438	34	-4	-0.8	12	i	-0.15	i	0.012	2.1	-0.063	0.72	5
> OCCNCCCCSc1ccc(Cl)cc1
→ i	4.3	5%	5%	2.0	1411	56	16	-0.3	0	i	-0.34	i	-0.27	6.3	-0.68	1.1	7
> Cc1ccccc1C1NS(=O)(=O)N=C1N (stereo unspecified)
→ i	3.2	-5%	5%	2.3	1259	39	16	-1.9	-4	i	-0.12	i	0.068	5.0	-0.58	-0.39	12
> CCOc1cc(C2C3=C(CCCC3=O)N(CCC(=O)O)C3=C2C(=O)CCC3)ccc1OS(=O)(=O)c1ccc(C)cc1
→ i	1.5	9%	?	1.5	465	19	2	4.5	7	i	-0.23	i	0.55	14	0.3	-0.42	13
> O=C1CN(C(=O)CNC(=O)c2cccc(Cl)c2)c2ccccc2N1
→ i	3.1	-1%	-14%	3.1	1128	30	-9	-0.5	8	i	-0.1	i	1.4	6.9	0.72	-1.5	-6
> CC1CCc2c(sc3ncn(CCO)c(=O)c23)C1 (stereo unspecified)
→ i	3.4	7%	2%	3.3	1178	57	-3	1.6	17	i	-0.25	i	0.35	5.4	0.054	0.26	-11
> O=C(NCC1CCCO1)c1ccc(S(=O)(=O)N2CCC(c3nc4ccc(Cl)cc4[nH]3)CC2)cc1 (stereo unspecified)
→ i	3.4	-3%	-3%	2.2	1207	22	-9	-4.1	2	i	-0.19	i	0.082	6.8	0.46	-1.1	5
> CC(CCc1ccccc1)NC(=O)COC(=O)c1cccc2ccccc12 (stereo unspecified)
→ i	2.6	-2%	0%	1.7	572	26	7	-4.0	9	i	-0.19	i	-0.53	3.8	0.31	0.73	-1
> O=C(N/N=C/c1cn(-c2ccccc2)nc1-c1cc2ccccc2o1)c1c[nH]c2ccccc12
→ i	3.7	2%	6%	1.6	1478	64	-4	0.0	7	i	-0.17	i	1.3	2.3	1	-0.78	3
> O=C(NC1CCCCC1)C(c1ccco1)N(CCc1ccccc1)C(=O)C(F)(F)F (stereo unspecified)
→ i	2.7	5%	2%	1.4	553	56	8	-0.6	3	i	-0.1	i	0.11	8.9	-0.12	-2.3	0
> CC1=CCC(C(=O)O)C(C(=O)Nc2ccc(-c3nc4ccc(C)cc4s3)cc2)C1 (stereo unspecified)
→ nt	nt	10%	11%	nt	1358	41	nt	-1.0	nt	i	-0.27	i	-0.62	nt	0.32	-0.27	nt
> Cc1ccc(-c2ccc(/C=N/N3C(=O)C4C5C=CC(C6CC56)C4C3=O)o2)c([N+](=O)[O-])c1 (stereo unspecified)
→ i	3.0	-8%	18%	1.5	1441	19	14	-1.3	0	i	0.43	i	0.57	10	-0.49	0.43	-1
> CN1C(C(=O)Nc2ccccn2)=C(O)c2sccc2S1(=O)=O
→ i	3.4	32%	9%	2.4	594	50	-2	-3.4	19	i	-0.27	i	0.42	2.0	0.41	0.38	10
> Cc1nc2ccc(S(=O)(=O)NCC(=O)N(C)Cc3ccco3)cc2s1
→ i	1.8	0%	3%	1.6	nt	29	6	nt	-5	i	-0.23	i	0.38	6.0	0.57	1.1	16
> O=C(/C=N/O)NCCCn1ccnc1
→ i	2.0	-12%	1%	1.9	1210	16	-2	-2.1	-4	i	-0.11	i	0.6	2.8	0.31	-0.22	-1
> Cc1onc(-c2ccccc2)c1C(=O)Nc1ccc(OC(C)C)cc1
→ nt	3.8	7%	2%	2.2	1092	39	3	-0.9	nt	i	-0.16	i	0.041	7.9	0.36	-0.68	-4

Carrying on:
Each structure is followed by: Autophagy HCS	MT stabilizer	P. falciparum M17LAP	P. falciparum M1AAP	MT stabilizer Hoechst-high %	b-catenin transl cell count 5 µM	T cell modulator vesicle-bound %	WT yeast gro inh	b-catenin transl	Autophagy HCS cell loss 18 h	Yfh1-depleted yeast	Dynein cargo inh cytoplasmic EGFP	T cell modulator	Dynein cargo inh	MT stabilizer cytotoxicity %	Dynein cargo inh nuclear GR-EGFP	Dynein cargo inh cell count	WT yeast gro inh mutant strain
> O=C(Cn1cnc2ccccc2c1=O)OCCCCN1C(=O)c2ccccc2C1=O
→ i	3.4	5%	9%	2.4	1170	47	-19	0.2	8	i	-0.25	i	0.72	4.6	0.37	0.35	-18
> CCOC(NC(=O)c1ccccc1)C(NC(=O)c1ccccc1)OCC (stereo unspecified)
→ i	2.6	-7%	-3%	0.2	1012	34	-4	1.1	-13	i	-0.26	i	0.24	19	0.097	-1.1	14
> Cc1ccc(-n2ncc3c(=O)n(CC(=O)NCc4ccco4)cnc32)cc1
→ i	14	4%	7%	4.8	1187	20	-10	-1.7	0	i	-0.093	i	0.4	70	0.6	0.63	-13
> O=C(CCC1CCCCC1)Nc1ccc(C(=O)c2ccncc2)cc1
→ i	2.4	-1%	0%	1.7	1017	45	2	-3.7	10	i	-0.35	i	-0.092	6.9	-0.19	0.66	-8

Screening results: PubChem BioAssay, several laboratories
